TDP1 inh: TDP1 (human) enzyme inhibition. Q9NUW8. recombinant TDP1, AlphaScreen DNA substrate cleavage. Potency, µM (highest dose often 130 µM), without a hit: top-dose activity change, negative = inhibition, usual class: inhibitors. AID 485290. 0.28% of 350,000 active; further: nearly all actives have a fitted effect of over 40% in size
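AlphaScreen read-out: signal falls as enzyme removes the 3' tyrosine-FITC from a 5'-biotinylated DNA oligo (15 nM, 5 min, RT). Enzyme was E. coli-made recombinant Tdp1 at 1 nM, exposed to compound for 15 min beforehand; beads 10 ug/ml, 10 min.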
N370S GC mod: inhibits or activates N370S mutant glucocerebrosidase | N370S GC spleen homogenate, 4MU-glucoside fluorescence | 0.092% of 330,000 active | P04062 | Potency, µM (doses to about 59.4 µM), inactives show at the top dose activity change, negative = inhibition, hits mostly inhibitors | AID 2101;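 further: 0% = full enzyme activity and -100% = no enzyme basal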
FEN1 inhibitor: inhibitors of human flap endonuclease 1; P39748; Recombinant FEN1 flap cleavage, fluorescence, 15 min; Potency, µM (doses to about 114 µM), without a hit: at the top dose activity change, negative = inhibition, hits mostly inhibitors; 0.35% of 390,000 active; further: nearly all actives have a fitted effect of over 65% in size
Target sequence (P39748 whole entry, looked up): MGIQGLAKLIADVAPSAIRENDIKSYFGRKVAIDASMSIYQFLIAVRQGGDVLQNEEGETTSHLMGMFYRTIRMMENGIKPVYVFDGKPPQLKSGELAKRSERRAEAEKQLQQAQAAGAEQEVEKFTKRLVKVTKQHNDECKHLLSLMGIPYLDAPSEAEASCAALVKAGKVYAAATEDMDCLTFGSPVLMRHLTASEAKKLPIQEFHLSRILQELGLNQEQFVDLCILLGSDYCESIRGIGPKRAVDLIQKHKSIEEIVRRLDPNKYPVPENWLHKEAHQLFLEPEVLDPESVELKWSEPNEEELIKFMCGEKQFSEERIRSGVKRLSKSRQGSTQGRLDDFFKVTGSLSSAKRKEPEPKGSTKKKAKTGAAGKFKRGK
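Reaction started by adding substrate (50 nM final) to 10 nM enzyme after 15 min room-temperature compound preincubation. Reads at 0 and 15 min, with data normalized and fitted to a four-parameter Hill equation.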
Active calls of the source: *; ? = inconclusive; · = not tested or not shown; & = joins results of further samples; [ ] = dose if it differs, or a comment. The call rests on the fitted dose curve; in most records, active means well fitted curve in the direction sought with a large enough effect; inconclusive means small, poorly fitted or top-dose-only effect, or another doubt; inactive means no such curve, though single readings can be large; an effect the other way counts as inactive or inconclusive. Unless noted, on the % scale 0 is the no-effect control and ±100 the full control effect; potency means the concentration at half of the fitted maximal effect. This is a random part of the collection; about 0.53% have a hit in one of these screens.

SMILES	TDP1 inh	N370S GC mod	FEN1 inhibitor
CCN(C[C@H]1N[C@@](CC)(C(=O)OC)[C@H]2C(=O)N(Cc3ccccc3)C(=O)[C@@H]12)C(=O)COc1ccccc1	1.5%	·	10.5%
Cc1ccnc(N2C3CCC2CC(O)(c2ccccc2)C3)n1 (stereo not given)	4.9%	-24.6%	-14.0%
CCOc1ccc(CN(C)C(=O)CNC(=O)c2ccc(Br)o2)cc1OC	9.6%	-2.4%	23.1%
COc1cc(C(=O)NC(=S)Nc2cccc(-c3cc4ccccc4oc3=O)c2)cc(OC)c1OC	2.0%	9.2%	-0.2%
Cc1ccc(OCC(=O)NCCCNC(=O)c2ccncc2)cc1	-2.6%	-21.2%	-1.2%
O=C(NCCCO)C(=O)Nc1cc2c3c(c1)CCN3C(=O)CC2	0.1%	?	-11.2%
CC(C)C[C@H](NC(=O)[C@@H]1Cc2c([nH]c3ccccc23)C2c3ccccc3C(=O)N21)C(=O)N1CCC[C@@H]1C(=O)O (stereo not given in full)	·	-3.2%	0.4%
CCN(C(=O)CSc1nc2cc(C(=O)OC)ccc2c(=O)n1Cc1ccco1)c1cccc(C)c1	-7.4%	11.2%	-7.7%
CN(CC(=O)Nc1ccc(F)c(F)c1F)C(=O)c1ccc2c(c1)S(=O)(=O)N=C1CCCCCN12	-0.1%	-11.9%	1.0%
O=C1c2c([N+](=O)[O-])cc([N+](=O)[O-])cc2S(=O)N1Cc1ccccc1 (stereo not given)	9.8%	-12.7%	-16.3%
Cc1cccc(Cl)c1NNC(=O)Nc1c([N+](=O)[O-])c(C)nn1C	11.6%	0.1%	-7.3%
COCCNC(=O)CC(=O)N/N=C/c1ccc(C(=O)OC)cc1	2.6%	-2.3%	16.1%
CC1(c2nnc(-c3cccc(Cl)c3)o2)CC(c2ccc(OC(F)(F)F)cc2)=NO1 (stereo not given)	·	-7.7%	3.2%
Cc1cc(Cl)ccc1N(CC(=O)NCCSCc1ccco1)S(C)(=O)=O	9.0%	3.3%	2.2%
O=C(N/N=C/c1cccnc1)c1ccc(F)cc1	·	-3.2%	4.4%
CCOc1ccc(NC(=O)CSc2nc(-c3cccs3)cc(C(F)(F)F)n2)c([N+](=O)[O-])c1	3.1%	-19.2%	-14.0%
CCOc1cc(NC(=O)C2CC2)c(OCC)cc1NC(=O)c1cccnc1	5.2%	6.1%	·
COc1cccc(C(=O)O[C@H]2[C@H](Cc3ccccc3)NS(=O)(=O)[C@H]3C[C@@H]4C=C[C@]23O4)c1	3.0%	·	6.6%&8.4%
CC(Oc1ccc(Cl)cc1)c1ccnn1S(=O)(=O)c1ccc(Cl)cc1 (stereo not given)	-5.6%	-0.2%	-18.6%
CCOCCCNC(=O)c1ccc2c(=O)n(CCc3ccccc3)c(=O)[nH]c2c1	8.8%	·	-0.5%
CC(C)Nc1oc(-c2ccccc2)nc1-c1cccc2ccccc12	8.1%	-11.8%	·
COc1ccc(N2CCN(C(=O)CCC(=O)c3cc(C)sc3C)CC2)cc1	8.1%	-7.9%	-2.3%
COc1ccc(NC(=O)COC(=O)CNS(=O)(=O)c2ccc(C)cc2)c(OC)c1	-2.7%	4.0%	-2.8%
CCOc1ccc(CN(C)C(=O)CNC(=O)c2sc3ccccc3c2Cl)cc1	0.7%	·	-5.0%
O=C(c1ccco1)N1CCN(C(=O)c2ccc(-c3ccc([N+](=O)[O-])cc3)o2)CC1	35.5µM*	·	79.4µM*
Cc1oc(-c2ccccc2F)nc1CS(=O)CC(=O)NCCN1CCCCC1C (stereo not given)	7.7%	1.5%	-1.0%
Nc1ccc(-c2ccc(N)cc2C(F)(F)F)c(C(F)(F)F)c1	6.9%	0.5%	-15.5%
COC(=O)C1=C(C)N(C)C(=S)NC1c1ccc(OC)cc1OC (stereo not given)	1.8%	-4.1%	16.7%
CCOC(=O)C1=C(COC(=O)c2ccc(C)s2)NC(=O)NC1C (stereo not given)	·	-19.2%	-8.5%
Cc1cc(O)c(C=O)c2c1C(=O)Oc1c(COC(=O)/C=C/C(=O)O)c(O)c(C(=O)O)c(C)c1O2	39.8µM*	5.6%	·
Cc1cc2c(c(C)nn2-c2ccccc2)c(=O)o1	0.0%	4.1%	6.9%
CN(C)S(=O)(=O)c1ccc(C(=O)Nc2nnc(SCc3cccc(F)c3)s2)cc1	-3.4%	-20.9%	-1.7%
O=C(Nc1nncs1)c1cc(S(=O)(=O)N2CCCCC2)ccc1Cl	-3.8%	-6.1%	-0.7%
COc1ccc(-c2ccc(CCC(=O)O)n2CC(C)C)cc1	3.4%	·	-4.1%
COC(=O)Cn1c(=NC(=O)c2ccc3c(c2)OCCO3)sc2ccccc21	5.4%	·	-5.6%
C=C(C)CC1Nc2ccccc2NC1CC(=C)C (stereo not given)	3.3%	-0.7%	-0.4%
Cc1ccc(C2=C/C(=C/c3cccs3)C(=O)O2)cc1	5.8%	13.3%	-8.7%
O=C(N/N=C/c1ccncc1)C1C2CCCCCCC21 (stereo not given)	0.0%	4.6%	2.3%
COc1ccc(C(=O)NNC(=O)Cc2ccc([N+](=O)[O-])cc2)cc1	4.7%	-14.1%	-13.0%
Cc1[nH]c(=O)c(C#N)c(C)c1Cc1ccc(Cl)cc1Cl	2.7%	-1.1%	18.0%
Cc1ccc(S(=O)(=O)N2CCN(C(C)CC(=O)O)CC2)cc1 (stereo not given)	2.6%	-1.2%	0.7%
CCN(CC)S(=O)(=O)c1cccc(NC(=O)COC(=O)CCC(=O)c2ccc(F)cc2)c1	0.0%	-0.7%	-18.9%
CCNC(=O)CN(C1CCCCC1)S(=O)(=O)c1ccc(F)cc1	3.1%	0.5%	5.0%
COCC(=O)Nc1ccc([N+](=O)[O-])cc1C	0.0%	-22.7%	-1.8%
S=c1nc(-c2ccccc2)n(Cc2cccnc2)c2c1CCCC2	-1.2%	0.8%	16.0%
S=c1[nH]nc(C2CCCCC2)n1/N=C/c1ccncc1	0.0%	2.8%	1.1%
COc1cc(NS(=O)(=O)c2ccc3[nH]c4c(c3c2)CCCC4)cc(OC)c1OC	12.4%	·	0.3%
CN(C)CCNc1c(N)c(=O)oc2ccccc12	-2.8%	6.3%	-5.8%
O=C(Nc1ccccc1F)c1cnccn1	-2.3%	0.5%	4.0%
COc1cc(/C=N\NC(=O)c2ccc(C)nc2)ccc1OC(=O)c1ccc2c(c1)OCO2	4.9%	11.9%	1.8%
(further entries)
SMILES	TDP1 inh	N370S GC mod	FEN1 inhibitor
Cc1c(C)c2ccc(O)c(CN3CCCC3)c2oc1=O	·	?	-12.4%
COc1cc2c(cc1NC(=O)C(C)OC(=O)C1CC(=O)N(Cc3ccco3)C1)oc1ccccc12 (stereo not given)	1.8%	8.5%	-19.5%
COC(=O)[C@]1(C)CCC[C@]2(C)c3ccc(C(C)C)cc3C(=O)CC12 (stereo not given in full)	-6.1%[56.1 µM]	28.0%	·
COc1cc(C(=O)NCC(c2cccnc2)N2CCc3ccccc3C2)cc(OC)c1OC (stereo not given)	-1.3%	·	3.3%
COc1ccc(S(=O)(=O)N2CCOCC2)cc1Br	-4.8%	4.1%	3.3%
CC(C)CCNC(=O)c1nn(C)c2c1CSc1ccccc1-2	5.7%	·	-8.2%
Cc1ccnc(NS(=O)(=O)c2ccc(NC(=O)c3ccc(C)c(C)c3)cc2)n1	1.3%[12.3 µM]	·	-1.1%
O=C(CCS(=O)(=O)Cc1ccccc1)N1CCN(c2ccc([N+](=O)[O-])cc2)CC1	-2.7%	5.0%	13.9%
C=CCNc1nc(-c2cccc(OC)c2O)nc2ccccc12	-2.1%	25.8%	-2.3%
COCCNC(=O)c1ccccc1NC(=O)CCSc1ccccc1	4.3%	5.6%	5.3%
O=C(NC(=S)Nc1cccc(Cl)c1N1CCCC1)c1ccc(-c2cccc([N+](=O)[O-])c2)o1	2.0%	-18.3%	-0.5%
O=C(Nc1cccc(F)c1)N1CCC(n2c(=O)[nH]c3ccccc32)CC1	2.6%	28.9%	12.0%
Cc1nn(-c2ccccc2)c2[nH]c(=O)c(CNCCN3CCOCC3)cc12	2.1%	-8.8%	-7.6%
CCc1cc(C(=O)c2ccc(OC)cc2)c(N)s1	6.2%	5.5%	-6.5%
COc1cc(/C=C2/SC(=S)N(CC(=O)O)C2=O)ccc1OC(=O)c1cccs1	4.3%	-16.2%	0.0%
Cc1ccc(NC(=O)CCNS(=O)(=O)c2cc(Br)cnc2N)cc1Cl	7.9%	0.3%	-9.0%
Cc1ccccc1N1CCN(C2CCCN(C(=O)c3cn4c(C)cccc4n3)C2)CC1 (stereo not given)	1.6%	-4.2%	-8.3%
CCOCCOC(=O)C1=C(C)Nc2ccc(C)cc2S1	7.8%	0.4%	-7.5%
Cc1ccc(OCC(=O)c2c(N)n(C)c(=O)n(C)c2=O)c([N+](=O)[O-])n1	3.16µM*	·	?
CCc1sc(C(=O)Nc2nc(-c3ccccn3)cs2)cc1C	4.1%	·	-1.2%
Cc1ccc(C)c(-c2nnc(NC(=O)CS(=O)(=O)c3ccccc3)o2)c1	0.3%	1.4%	13.1%
CC(C)(C)OC(=O)N1CCC(c2c(C(=O)NCc3ccco3)cnn2-c2ccc(F)cc2)CC1	0.0%	·	8.8%
Cc1ccc(C(=O)N/C(=C\c2ccc(F)cc2)C(=O)NCc2ccncc2)cc1	7.9%	-7.5%	-3.8%
CN(C)CCOCCP(=O)(c1ccccc1)c1ccccc1	3.1%	1.8%	-2.3%
COc1ccc(Cn2nnc(C(=O)Nc3ccc4c(c3)OCCO4)c2N)cc1Br	-1.8%	6.1%	-2.9%
O=C(/C=C/c1c(F)cccc1Cl)NCc1ccc2c(c1)OCO2	5.9%	-2.3%	21.4%

Compound activity (PubChem)
